PAFAH2 FP inh: PAFAH2 enzyme inhibitors, primary screen, biochemical, fluorescence polarization, human; recombinant PAFAH2, FP-rhodamine activity probe; inhibition, % at 3.39 µM; 0.99% of 340,000 active; AID 492956, 2010;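 active = inhibition above the mean over all tested compounds plus 3 SD, cut at about 30% in these data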;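 note: inhibitors block probe labeling of enzyme so polarization drops; 0% = enzyme with DMSO and 100% = wells lacking PAFAH2 protein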
pPAFAH FP inh: pPAFAH enzyme inhibitors, primary screen, biochemical, fluorescence polarization, human | Platelet-activating factor acetylhydrolase (Homo sapiens), Q13093 | recombinant pPAFAH, FP-rhodamine probe fluorescence polarization | inhibition, % at 3.39 µM | 1.5% of 330,000 active | AID 463082, 2010;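 active = inhibition above the mean inhibition across the screen plus 3 SD, cut at about 25% in these data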;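 note: inhibitors block binding of the rhodamine activity-based probe so polarization drops; 0% = enzyme with DMSO and 100% = wells lacking pPAFAH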
Target sequence (Q13093 whole entry, looked up): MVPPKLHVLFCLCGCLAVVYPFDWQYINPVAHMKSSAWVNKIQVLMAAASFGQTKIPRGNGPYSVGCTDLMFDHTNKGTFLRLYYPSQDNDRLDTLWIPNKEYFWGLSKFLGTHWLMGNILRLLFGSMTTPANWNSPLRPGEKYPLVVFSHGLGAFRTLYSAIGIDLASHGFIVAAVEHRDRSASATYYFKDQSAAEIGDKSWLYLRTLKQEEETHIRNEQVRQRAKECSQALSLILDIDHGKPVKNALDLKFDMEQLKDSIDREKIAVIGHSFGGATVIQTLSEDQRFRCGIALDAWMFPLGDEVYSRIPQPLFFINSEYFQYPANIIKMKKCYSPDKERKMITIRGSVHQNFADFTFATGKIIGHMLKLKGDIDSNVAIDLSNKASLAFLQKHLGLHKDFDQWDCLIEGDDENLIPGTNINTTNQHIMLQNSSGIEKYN
PME-1 inh: PME-1 inhibitors via competitive probe labeling, primary screen, biochemical, fluorescence polarization, FP-Rh probe, HTS | recombinant PME-1 | 0.53% of 320,000 active | Protein phosphatase methylesterase 1 (Homo sapiens), Q9Y570 | inhibition, % at 5.9 µM;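 active = inhibition above the campaign mean of all compounds plus 3 SD, cut at about 26% in these data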;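 note: competitive labeling of PME-1 active site by serine hydrolase directed probe; 0% = PME-1 with DMSO and 100% = wells lacking PME-1 enzyme; inhibitors block probe labeling so polarization falls and inhibition rises; many of its hits are not listed in these tables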
Target sequence (Q9Y570 whole entry, looked up): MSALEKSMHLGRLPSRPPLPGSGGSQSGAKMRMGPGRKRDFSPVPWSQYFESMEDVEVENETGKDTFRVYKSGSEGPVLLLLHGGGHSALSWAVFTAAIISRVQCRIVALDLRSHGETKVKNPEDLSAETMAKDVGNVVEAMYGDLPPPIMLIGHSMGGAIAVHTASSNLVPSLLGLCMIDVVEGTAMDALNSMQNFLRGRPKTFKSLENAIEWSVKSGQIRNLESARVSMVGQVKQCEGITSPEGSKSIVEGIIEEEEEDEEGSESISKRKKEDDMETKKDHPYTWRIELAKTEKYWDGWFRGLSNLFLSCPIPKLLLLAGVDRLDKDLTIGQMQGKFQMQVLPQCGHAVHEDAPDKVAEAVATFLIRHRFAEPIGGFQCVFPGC
GSTO1 counter: inhibitors of recombinant GSTO1, primary screen, counter-screen for RBBP9 inhibitor project, biochemical, fluorescence polarization; AID 1974, 2009; Glutathione S-transferase omega-1 (Homo sapiens), P78417; 1.1% of 300,000 active; activity-based probe fluorescence polarization; inhibition, % at 5.96 µM;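 active = inhibition above the campaign mean inhibition plus 3 SD, cut at about 35% in these data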;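 note: 0% = GSTO1-1 with DMSO and 100% = wells lacking GSTO1-1 enzyme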
PAFAH1B3 inh: PAFAH1B3 enzyme inhibitors, primary screen, biochemical, fluorescence polarization, human; Platelet-activating factor acetylhydrolase IB subunit alpha1 (Homo sapiens), Q15102; recombinant PAFAH1B3, FP-rhodamine probe; inhibition, % at 3.39 µM; 0.28% of 340,000 active; AID 492972, 2010;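 active = inhibition above the screen-wide average of all tested compounds plus 3 SD, cut at about 25% in these data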;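 note: 0% = enzyme with DMSO only and 100% = wells lacking PAFAH1B3 protein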
PAFAH1B2 FP inh: PAFAH1B2 enzyme inhibitors, primary screen, biochemical, fluorescence polarization, human; Platelet-activating factor acetylhydrolase IB subunit alpha2 (Homo sapiens), P68402; recombinant PAFAH1B2, FP-rhodamine activity probe; inhibition, % at 3.39 µM; 1.2% of 340,000 active; AID 492953, 2010;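 active = inhibition above the mean of all tested compounds plus 3 SD, cut at about 24% in these data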;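 note: 0% = enzyme with DMSO and 100% = wells lacking PAFAH1B2; many of its hits are not listed in these tables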
Target sequence (P68402 whole entry, looked up): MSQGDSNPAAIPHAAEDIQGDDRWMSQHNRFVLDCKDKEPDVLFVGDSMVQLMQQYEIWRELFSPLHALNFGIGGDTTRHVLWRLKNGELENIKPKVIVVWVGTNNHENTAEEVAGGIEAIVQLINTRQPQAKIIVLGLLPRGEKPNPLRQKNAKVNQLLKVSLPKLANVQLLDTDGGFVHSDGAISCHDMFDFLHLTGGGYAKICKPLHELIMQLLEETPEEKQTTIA
LYPLA1 inh: LYPLA1 inhibitors, primary screen, counter-screen for PME1 inhibitor project, biochemical, fluorescence polarization, FP-Rh probe ABPP | recombinant LYPLA1 | Acyl-protein thioesterase 1 (Homo sapiens), O75608 | AID 2174, 2009 | 0.16% of 320,000 active | inhibition, % at 5.9 µM;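 active = inhibition above the mean of all tested compounds plus 3 SD, set per campaign, cut at about 14% in these data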;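 note: inhibitors block serine hydrolase probe labeling of LYPLA1 so polarization falls; 0% = enzyme with DMSO and 100% = wells lacking LYPLA1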
LYPLA2 counter: LYPLA2 inhibitors, primary screen, counter-screen for PME1 inhibitor project, biochemical, fluorescence polarization, FP-Rh probe ABPP | Acyl-protein thioesterase 2 (Homo sapiens), O95372 | recombinant LYPLA2 | inhibition, % at 5.9 µM | 0.38% of 320,000 active | AID 2177, 2009;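 active = inhibition above the screen-wide mean plus 3 SD, limit set per campaign, cut at about 26% in these data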;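 note: 0% = LYPLA2 with DMSO and 100% = wells lacking LYPLA2 enzyme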
PAD4 FP inh: human PAD4 inhibitors, primary screen, biochemical, fluorescence polarization, 1536-well format | Protein-arginine deiminase type-4 (Homo sapiens), Q9UM07 | recombinant PAD4, RCA probe fluorescence polarization | inhibition, % at 6.36 µM | 0.41% of 330,000 active | AID 485272, 2010;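 active = percent inhibition above a cutoff equal to the mean of all tested compounds plus 3 SD, cut at about 15% in these data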;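 note: 0% = PAD4 with RCA probe and DMSO and 100% = probe without PAD4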
* hit, by the source's call; . = no result given. Only part of the results is shown (hit frequency here may not be typical).

SMILES | PAFAH2 FP inh | pPAFAH FP inh | PME-1 inh | GSTO1 counter | PAFAH1B3 inh | PAFAH1B2 FP inh | LYPLA1 inh | LYPLA2 counter | PAD4 FP inh
O=C1CS/C(=N\N=C\c2ccco2)N1c1ccccc1 | 17 | 13 | 6 | 15 | 10 | 2 | 0 | 7 | 2
O=C(COc1ccc(C(=O)c2ccccc2)cc1)NCC(=O)Nc1ccccc1Br | 0 | -1 | -3 | 2 | 2 | 3 | 2 | 1 | -2
COc1cccc(CNc2ncn[nH]2)c1OCc1ccccc1F | 11 | -1 | 2 | 11 | 7 | 3 | -1 | 2 | 2
O=C1NC(=O)/C(=C/c2cccc3ccccc23)S1 | -2 | -15 | -6 | -29 | 18 | 8 | -2 | 5 | 3
CCN(CC)C(=O)CSc1nc2ccccc2c(=O)n1OC(C)C | -7 | 10 | -1 | 2 | 7 | -1 | -2 | -3 | -1
O=c1oc2ccccc2c(NCCO)c1[N+](=O)[O-] | 5 | 1 | 0 | 8 | 6 | 6 | 0 | 0 | -1
Cc1ccc(OCC(=O)Nc2ccc3c(c2)OCO3)c(C)c1 | -2 | 2 | -20 | -3 | 4 | -1 | 0 | -2 | -6
Cc1sc2ncnc(N(C)Cc3ccco3)c2c1C | 2 | 3 | -6 | -2 | 1 | 1 | -1 | -1 | -8
O=C(CCc1ccccc1)Nc1nnc(-c2ccc3c(c2)OCCO3)o1 | 3 | -2 | -12 | 9 | 1 | 7 | 4 | 15 | 3
COc1cccc(NC(=O)CC2COc3ccccc3O2)c1 (stereo not given) | 5 | 1 | 2 | -8 | 2 | -1 | 4 | 6 | -4
CCN(CC)c1nc(C)nc2c1sc(=S)n2C | -9 | 1 | 0 | 0 | 3 | 7 | -4 | -7 | 2
Cc1ccc(O)c(/C=N/NC(=O)COc2ccc3c(C)cc(=O)oc3c2)c1 | 12 | -3 | 0 | 9 | 2 | 0 | 0 | 5 | -8
O=C(COC(=O)C1CCC1)Nc1cccc(Cl)c1 | 3 | 0 | -2 | 4 | -2 | 0 | 2 | 11 | 0
COC(=O)C(C(=O)OC)C(C(C)C)C(C(=O)OC)C(=O)OC | 6 | 5 | -3 | 1 | 6 | 10 | -1 | -2 | 2
COc1ccc2c(C)c(Cl)c(=O)oc2c1 | 4 | 1 | 1 | 0 | 0 | 4 | 3 | 3 | 4
O=C1C(=O)N(CCCN2CCOCC2)C(c2ccc(Cl)cc2)/C1=C(\O)c1ccc2c(c1)OCCO2 (stereo not given) | 2 | 2 | -3 | 0 | 6 | 6 | -4 | 1 | -2
O=C(CSc1nc2sc3c(c2c(=O)[nH]1)CCCC3)NCCO | -7 | 4 | -4 | -9 | 6 | 5 | 3 | -1 | 2
O=C(O)CCS(=O)(=O)c1nc(-c2cccs2)cc(C(F)(F)F)n1 | 0 | 11 | 4 | -13 | 3 | 2 | 2 | 2 | -5
Cc1cccc(OCC(=O)NCc2n[nH]c(=O)c3ccccc23)c1 | -1 | -3 | 8 | -4 | -1 | 6 | -1 | -1 | -3
CC(=O)Nc1cccc(NC(=O)CSc2nc(=O)n(Cc3ccccn3)c3c2CCC3)c1 | 0 | 7 | 6 | -12 | 2 | 1 | 2 | 1 | 5
O=C1NC2(CCCCC2)Cc2ccccc21 | 2 | 0 | -3 | 3 | 10 | 10 | 3 | 2 | 3
Cc1nonc1C1CCCN1Cc1nc(-c2ccc(F)cc2F)oc1C (stereo not given) | -3 | 4 | -3 | 6 | 4 | 2 | 2 | 3 | -2
CCN(CC)S(=O)(=O)c1ccc(O)c(C(=O)OCC(=O)Nc2ccc(OC(F)(F)F)cc2)c1 | 38* | 20 | -6 | 4 | 8 | -1 | -6 | -6 | 3
Cc1cc(NC(=O)Cn2c(=O)c3c(ncn3CCC(C)C)n(Cc3ccccc3)c2=O)no1 | -8 | -4 | -6 | -1 | 7 | 5 | 1 | -2 | -4
CCCCn1c(N)c(N(CC)C(=O)c2cccc(S(=O)(=O)N3CCCc4ccccc43)c2)c(=O)[nH]c1=O | 2 | -3 | 2 | 15 | 7 | 0 | 0 | -2 | -3
CC1(C)C(C(=O)O)N2C(=O)C(NC(=O)Cc3ccccc3)C2S1=O (stereo not given) | 1 | -1 | 3 | 4 | 1 | 1 | 1 | -4 | -4
COc1cc2oc(=O)cc(-c3ccc(-c4ccc(C(F)(F)F)cc4)cc3)c2c(OC)c1OC | 0 | 1 | . | . | 10 | 5 | . | . | -1
CCOc1c(C=C(C#N)C#N)c2ccccc2n1CC | 3 | 6 | 0 | -14 | 10 | 1 | 1 | -10 | -4
Cc1nnc(SC(C(=O)c2ccccc2)c2ccccc2)[nH]c1=O (stereo not given) | 4 | 5 | 0 | 0 | 8 | 14 | 0 | 1 | 2
Cc1[nH]n(S(=O)(=O)Cc2ccccc2)c(=O)c1N=Nc1ccccc1Cl | 20 | 8 | 5 | -5 | 16 | 8 | 1 | -2 | 1
CC(C)OCCCNC(=O)C1CCC(=O)N1C(C)C (stereo not given) | -1 | -4 | -1 | 5 | -1 | 3 | 5 | 9 | -1
Cc1cccc(Nc2ccccc2C(=O)OCC(=O)NCc2ccco2)c1C | -4 | 18 | -5 | -3 | 15 | 2 | -4 | -1 | -2
COc1ccc(/C=C(\NC(=O)c2ccc(C)cc2)C(=O)NCCCN2CCOCC2)cc1OC | 6 | -1 | -2 | -2 | 7 | 2 | 1 | 2 | 1
Cc1ccccc1C(=O)NCC(=O)NNC(=S)NC(=O)c1ccccc1 | 2 | 3 | -3 | 1 | 3 | 3 | 0 | 5 | -3
CC1CCCN(S(=O)(=O)c2ccc(NC(=O)[C@@H]3CCCN3C(=O)c3cccs3)cc2)C1 (stereo not given in full) | -2 | 30* | 4 | . | 11 | 1 | -2 | 0 | -4
Cc1ccc(-c2csc(N(CCCN3CCOCC3)C(=O)c3ccco3)n2)cc1 | 2 | 3 | 0 | -10 | -4 | 0 | -4 | 1 | -2
CCc1cccc(C)c1NC(=S)NCCc1c(C)[nH]c2ccc(C)cc12 | 5 | 8 | 9 | 5 | 14 | 16 | 1 | 2 | -2
COc1ccc(OCCN2C(=O)NC(C)(c3ccc(C)cc3)C2=O)cc1 (stereo not given) | 4 | 1 | 0 | 0 | -6 | 8 | 1 | 2 | 2
O=C(N/N=C/c1ccccc1Cl)c1[nH]c2ccc(Br)cc2c1-c1ccccc1 | -44 | -4 | -26 | -16 | -57 | -22 | -38 | -33 | -2
Cc1c(C)n(C)c2ccc(C(=O)NCCCN(C)C3CCCCC3)cc12 | -5 | 1 | 7 | 2 | 1 | 0 | -2 | 1 | 0
CCOCCOC(=O)C1=C(C)NC2=C(C(=O)CC(c3cccs3)C2)C1c1ccsc1 (stereo not given) | -3 | 2 | 2 | 3 | 0 | 8 | -2 | 4 | 0
O=C(NCC1CCCO1)Nc1cccc(Cl)c1 (stereo not given) | 9 | 1 | 1 | -3 | 0 | -1 | 0 | -5 | 0
Clc1ccc(OCc2nnc3n2N=C(c2ccc4c(c2)OCCO4)CS3)c(Cl)c1 | -3 | -4 | -4 | -10 | -9 | -1 | -8 | 0 | -7
c1coc(-c2nc(-c3ccco3)c(-c3ccco3)nc2-c2ccco2)c1 | 73* | 100* | 4 | 80* | 47* | 45* | -15 | -1 | 45*
CCOC(=O)c1cnn(-c2ccccc2)c1-n1cccc1 | 2 | 1 | 1 | -7 | -1 | 5 | -2 | 5 | -1
CCCCn1c(N)c(N(CCOC)C(=O)c2sc3cc(F)ccc3c2Cl)c(=O)[nH]c1=O | 1 | 0 | 2 | 1 | -5 | -2 | 0 | 3 | -2
COc1ccc(S(=O)(=O)N2CCNC(=O)CC2)cc1 | 7 | 2 | 3 | 12 | 8 | 3 | -2 | 8 | -5
O=C(CSc1ncccn1)NC(=O)Nc1ccc2c(c1)OCCO2 | 2 | 0 | 4 | 4 | 6 | 4 | 1 | 11 | 0
O=C(CNC(=O)c1ccc(N2C(=O)c3ccccc3C2=O)cc1)OCC(=O)c1ccc(Cl)cc1 | -10 | 17 | 2 | -3 | 0 | 2 | -1 | 1 | -4
CC(C)(C)NC(=O)CN(C(=O)CCC(=O)Nc1nccs1)c1cccc(C(F)(F)F)c1 | -6 | 4 | 0 | -1 | 5 | 6 | 0 | 4 | -4

(list continues)
SMILES | PAFAH2 FP inh | pPAFAH FP inh | PME-1 inh | GSTO1 counter | PAFAH1B3 inh | PAFAH1B2 FP inh | LYPLA1 inh | LYPLA2 counter | PAD4 FP inh
CCc1ccc(-c2nc(NC(=O)c3ccc(OCC(=O)Nc4ccc(F)cc4)c(OC)c3)sc2C)cc1 | 1 | -2 | -4 | 0 | -11 | 0 | 2 | 4 | 0
CCc1cc2c(=O)c(-c3nc4ccccc4n3C)c(COCC(=O)O)oc2cc1O | 5 | 2 | 2 | 2 | -1 | 3 | 1 | 6 | -3
CCn1c(CNc2ccc(F)cc2)nnc1SCC(=O)Nc1ccc(OC)cc1OC | 2 | 3 | 3 | 8 | 4 | 2 | -3 | -5 | 0
COc1ccc(CC(=O)NC(C)c2nnc(SCCC(=O)Nc3ccccc3)n2C)cc1 (stereo not given) | -5 | -4 | -5 | 5 | 2 | 0 | -4 | -8 | -3
Cc1ccc(OCC(=O)NC(=S)Nc2ccc(Br)cn2)cc1 | 2 | 4 | 1 | 3 | 8 | 5 | -3 | 0 | 1
O=C(NCc1cccnc1)C(=O)Nc1cc2c3c(c1)CC(=O)N3CCC2 | 2 | 9 | 6 | 8 | 10 | 2 | 1 | 4 | -3
O=C(NCCN1C(=O)S/C(=C\c2ccccc2F)C1=O)C1CC(=O)N(Cc2ccccc2)C1 (stereo not given) | 3 | 1 | 4 | . | 1 | 3 | -1 | 0 | 4
COCCn1c(C)cc(C(=O)CSc2ccc(NC(C)=O)cc2)c1C | -3 | -3 | 5 | 6 | 5 | 3 | -3 | -2 | 8
CC(O)[C@H]1CNCCN1CCc1cccc2ccccc12 (stereo not given in full) | 12 | 8 | 0 | 5 | -2 | -1 | -2 | 5 | 0
CC1(C)CC(=O)C2=C(C1)c1c(ccc3ncccc13)NC2c1cccs1 (stereo not given) | 2 | -3 | 3 | -3 | 8 | 4 | 0 | 9 | -2
Cc1ccc(CC(=O)Nc2nc3c(s2)CCCC3)cc1 | 0 | 4 | 1 | -3 | -2 | 13 | -2 | -3 | 1
CCc1nnc(NC(=O)CSc2nnc(Cc3ccccc3)n2-c2ccccc2)s1 | 1 | 2 | -3 | 6 | 1 | 5 | 1 | 6 | 1
